# Screening results as filed in PubChem.
# FLuc counter: firefly luciferase modulation, counter-screen for miR-21 project | purified FLuc, Km substrates, luminescence inhibition | Potency, µM (highest dose often 57.5 µM), inactives show at the top dose activity change, negative = inhibition, most hits filed as inhibitors | P08659 | 360,000 tested, 6.9% active | AID 588342;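 also: potency is read from the fitted curve at half-maximal effect; plate controls were vehicle for no effect and reference inhibitor for full effect; nearly all actives have a fitted effect of over 55% in size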
#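 Purified P. pyralis luciferase, 10 nM final, with Km-level 10 uM D-luciferin and 10 uM ATP in 50 mM Tris acetate pH 7.5, 10 mM Mg acetate, 0.01% Tween-20, 0.05% BSA; 6-point qHTS titration about 60 µM downward; luminescence read.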
# ELG1 repair inh: blocks ELG1-dependent DNA repair in HEK293T cells. HEK293T ELG1-luciferase reporter, luminescence, 16 h; DNA damage induced by 5-fluorouridine. Potency, µM (titrated, usually from 46.1 µM), for the others: top-dose activity change, negative = inhibition, actives largely listed as inhibitors. 330,000 tested, 2.3% active. AID 504467; also: potency is read from the fitted curve at half-maximal effect; % is scaled to controls: 0 for no effect and ±100 for the full control effect; nearly all actives have a fitted effect of over 55% in size
#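 Luminescence from the luciferase reporter, measured 30 min after ONE-Glo reagent at room temperature, was the read-out. Beforehand, 2,000 cells per well were exposed for 16 hr at 37 °C to 5-fluorouridine together with compound or vehicle.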
# Mito fusion act: mitochondrial division inhibition or fusion activation | Potency, µM (highest dose often 46.1 µM), for inactives: top-dose growth rescue (activation), most hits filed as activators | 320,000 tested, 0.23% active | S. cerevisiae fusion-defective mutant growth rescue, CellTiterGlo 48 h;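 also: potency is read from the fitted curve at half-maximal effect; % of control where 0% means no effect; nearly all actives have a fitted effect of over 45% in size; temperature-sensitive fusion mutants such as fzo1-1 at 37 °C on non-fermentable ethanol glycerol medium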
#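 Growth-rescue viability read-out: after 48 h at the non-permissive 37C in glycerol/ethanol YPEG, yeast mitochondrial fusion mutants are measured by CellTiterGlo luminescence; compounds (23 nl pinned per well) restoring growth score as division inhibitors or fusion activators.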
# MBNL1 CUG block: MBNL1-poly(CUG) RNA binding inhibition | TR-FRET MBNL1-His/biotin-(CUG)12 binding, 665/545 ratio | Potency, µM (top dose mostly 57.5 µM), without a hit: at the top dose activity change, negative = inhibition, actives largely listed as inhibitors | 280,000 tested, 0.036% active | AID 2675; active = well fitted inhibition curve with a large enough effect in the signal ratio, with a control signal flat, not every such curve was filed as active; inconclusive = small, poorly fitted or top-dose-only effect, or effect the other way, or a change in a side signal; inactive = no such curve, though single readings can be large or run the other way; the % refers to the signal ratio; also: potency is read from the fitted curve at half-maximal effect; % is scaled to controls: 0 for no effect and ±100 for the full control effect
# Target sequence (Q9NR56 whole entry, looked up): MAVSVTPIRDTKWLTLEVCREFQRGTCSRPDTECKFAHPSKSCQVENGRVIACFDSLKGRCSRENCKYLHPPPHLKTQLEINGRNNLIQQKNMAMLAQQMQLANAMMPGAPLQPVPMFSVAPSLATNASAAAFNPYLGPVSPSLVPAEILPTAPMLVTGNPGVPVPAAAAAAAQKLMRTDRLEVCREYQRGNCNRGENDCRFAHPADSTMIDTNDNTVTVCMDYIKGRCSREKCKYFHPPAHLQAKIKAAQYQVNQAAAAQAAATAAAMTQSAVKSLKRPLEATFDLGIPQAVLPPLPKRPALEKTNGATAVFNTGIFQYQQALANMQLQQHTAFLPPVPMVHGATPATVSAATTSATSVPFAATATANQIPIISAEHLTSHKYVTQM
#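 His-tagged MBNL1 binding to biotinylated (CUG)12 RNA was measured by TR-FRET using terbium anti-His antibody (0.055 ng/ul final) and streptavidin-XL665 (5 nM final). Compounds were titrated 92 nM to 58 uM; 60 min at room temperature.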
# RORgamma inh: inhibitors of mouse ROR gamma transcriptional activity; P51450; Drosophila S2 Gal4-RORgamma UAS-luciferase reporter, 20 h; Potency, µM (highest dose often 53.6 µM), for the others: top-dose activity change, negative = inhibition, actives largely listed as inhibitors; 310,000 tested, 5.4% active; AID 2551; also: potency is read from the fitted curve at half-maximal effect; % is scaled to controls: 0 for no effect and ±100 for the full control effect; nearly all actives have a fitted effect of over 60% in size
# Target sequence (P51450 whole entry, looked up, the tested form may be a part): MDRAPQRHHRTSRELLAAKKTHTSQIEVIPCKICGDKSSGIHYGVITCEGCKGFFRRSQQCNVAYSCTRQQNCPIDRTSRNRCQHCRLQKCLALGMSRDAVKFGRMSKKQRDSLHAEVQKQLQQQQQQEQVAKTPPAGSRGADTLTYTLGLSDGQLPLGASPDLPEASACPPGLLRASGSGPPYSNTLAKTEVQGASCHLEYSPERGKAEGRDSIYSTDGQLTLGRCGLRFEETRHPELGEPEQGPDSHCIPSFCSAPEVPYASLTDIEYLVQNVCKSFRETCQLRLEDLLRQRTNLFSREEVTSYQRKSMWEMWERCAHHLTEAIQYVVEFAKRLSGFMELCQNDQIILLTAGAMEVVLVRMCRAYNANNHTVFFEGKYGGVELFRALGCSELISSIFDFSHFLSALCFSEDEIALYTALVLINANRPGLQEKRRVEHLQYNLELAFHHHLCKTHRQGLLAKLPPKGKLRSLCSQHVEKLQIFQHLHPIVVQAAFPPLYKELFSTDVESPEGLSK
#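 Luminescence from a UAS-regulated Photinus luciferase reporter in stably transfected Drosophila Schneider cells is measured; decreased signal marks ROR gamma inhibition. Fusion expression is induced by 700 uM copper sulfate for 20 hr.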
# Gal4-VP16 FLuc: Gal4-VP16 reporter inhibition counter-screen; 310,000 tested, 3.5% active; AID 2546; Drosophila S2 Gal4-VP16 UAS-luciferase, luminescence, 20 h; Potency, µM (doses to about 53.6 µM), for the others: top-dose activity, negative = inhibition, most hits filed as inhibitors;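 also: Gal4-VP16 expression switched on by copper sulfate through the metallothionein promoter; potency is read from the fitted curve at half-maximal effect; % is scaled to controls: 0 for no effect and ±100 for the full control effect; nearly all actives have a fitted effect of over 50% in size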
# Menin-MLL TR inh: menin-MLL binding inhibition, Texas Red mutant peptide; 270,000 tested, 0.23% active; O00255; Menin + Texas Red MLL mutant peptide, fluorescence polarization; Potency, µM (doses to about 61.6 µM), for the others: at the top dose FP activity change, negative = inhibition, most hits filed as inhibitors; active = well fitted inhibition curve with a large enough effect in the polarisation, with a control signal flat, not every such curve was filed as active; inconclusive = small, poorly fitted or top-dose-only effect, or effect the other way, or a change in a side signal; inactive = no such curve, though single readings can be large or run the other way; the % refers to the polarisation; also: potency is read from the fitted curve at half-maximal effect; % of control where 0% means no effect; many of its hits are not listed in these tables
# NPC1 prom act: activates the NPC1 promoter | Huh7 NPC1 promoter luciferase reporter, 24 h | Potency, µM (top dose mostly 9.22 µM), without a hit: at the highest dose activation, usual class: activators | 320,000 tested, 2.4% active | AID 485313;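 also: potency is read from the fitted curve at half-maximal effect; % of control where 0% means no effect; nearly all actives have a fitted effect of over 60% in size; reporter is driven by a mutant NPC1 promoter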
#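 Luciferase expression driven by the NPC1 promoter was measured in stably transfected Huh7 cells after a 24 h compound incubation, using a luciferase reagent and a luminescence read.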
# PKM2 activator: activators of human pyruvate kinase M2; purified PKM2, Kinase-Glo ATP luminescence, activation; response scale: 0% is enzyme alone, no compound; Potency, µM (titrated, usually from 57.5 µM), inactives show at the highest dose activation, most hits filed as activators; 260,000 tested, 0.34% active; also: potency is read from the fitted curve at half-maximal effect; % is scaled to controls: 0 for no effect and ±100 for the full control effect; nearly all actives have a fitted effect of over 55% in size
#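 Purified hPK-M2 (>95%) run at intermediate activity with 0.1 mM ADP and 0.5 mM PEP in 50 mM imidazole pH 7.2, KCl, MgCl2; 1 h room temperature. ATP formed read by Kinase-Glo luminescence; normalized to uninhibited and no-enzyme controls.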
# KCNH2 3.1 inh: blocks the human KCNH2 3.1 channel isoform. U2OS KCNH2 3.1, thallium flux FluxOr; stronger effect = lower value. 340,000 tested, 0.95% active. activity change, % (tested at about 1.8 µM). AID 720553;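 active = maximum activity change below -70%; inconclusive = maximum activity change from -70% to -50%; inactive = maximum activity change above -50%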;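 also: thallium influx rate constant from kinetic fluorescence after stimulation buffer; % is scaled to controls: 0 for no effect and ±100 for the full control effect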
#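 Thallium flux read-out: FluxOr dye with Red40 quencher in HBSS/HEPES, 45 min at RT. Rate constants from kinetic reads were normalized to positive and negative DMSO controls. Cells: U2OS virally expressing the 3.1 isoform.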
# Rab9 promoter act: Rab9 promoter activation; Huh7 Rab9 promoter-luciferase reporter, luminescence, 24 h; Potency, µM (highest dose often 9.22 µM), inactives show at the highest dose activation, negative = inhibition, most hits filed as activators; 320,000 tested, 2.8% active; AID 485297; also: potency is read from the fitted curve at half-maximal effect; % of control where 0% means no effect; nearly all actives have a fitted effect of over 60% in size
#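 Cell-based reporter: Huh7 stable for Rab9 promoter-driven luciferase, plated in reduced-serum medium with 10% FBS at 1500 cells/well, compound-treated 24 h at 37 °C, luminescence read after 10 min reagent.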
# An asterisk follows results filed as active; ? = inconclusive; · = not tested or not shown; & = joins results of further samples; [ ] = dose if it differs, or a comment. Unless noted, calls follow the shape of the dose curve; as a rule, active = well fitted curve in the direction sought with a large enough effect; inconclusive = small, poorly fitted or top-dose-only effect, or another doubt; inactive = no such curve, though single readings can be large; an effect the other way counts as inactive or inconclusive.
# Below each compound – FLuc counter	ELG1 repair inh	Mito fusion act	MBNL1 CUG block	RORgamma inh	Gal4-VP16 FLuc	Menin-MLL TR inh	NPC1 prom act	PKM2 activator	KCNH2 3.1 inh	Rab9 promoter act
CCCCCCCC(=O)N/N=C/c1ccc([N+](=O)[O-])o1
    10%	-3%	20µM*	?	-22%	?	-18%	3%	-2%	-19	12%
CC(=O)c1ccc(OCC(O)CN2CC(C)OC(C)C2)cc1 (stereo not given)
    1%	7%	-7%	-10%	5%	-8%	-1%	10%	-20%	15	12%
CC(=O)NCCC(=O)Nc1nc(C)c(Cc2ccc3c(c2)OCO3)s1
    -14%	9%	-3%	·	28%	3%	0%	-4%	3%	0	-2%
Cc1nnc(NCc2cccc(Cl)c2)c2ccccc12
    5%	1%	2%	2%	-1%	14%	6%	-1%	0%	-9	11%
CC(=O)Nc1sc2c(c1CN1CCCC1)CCCC2
    -2%	6%	-4%	-5%	-10%	12%	·	0%	-4%	17	-3%
Cc1ccc(S(=O)(=O)NCC(=O)OC(C(=O)c2ccccc2)c2ccccc2)cc1 (stereo not given)
    -1%	-4%	1%	-6%	-9%	-1%	17%	-3%	-2%	1	10%
C[C@@H](NC(=O)c1ncn(C)c1C(=O)N[C@H](C)c1ccccc1)c1ccccc1
    3%	?	7%	·	·	·	·	-7%	·	7	1%
COC(=O)c1ccc(NC(=S)NCCCn2ccnc2)cc1
    -2%	-1%	1%	-3%	24%	19%	-16%	2%	1%	22	-2%
COc1ccc(COC(=O)c2ccc(N3CCCC3=O)cc2)cc1F
    -1%	?	6%	-7%	0%	-5%	2%	1%	0%	-3	2%
COc1cccc(NS(=O)(=O)c2ccc3[nH]cc(C(=O)NCCCOC(C)C)c(=O)c3c2)c1
    ?	-28%	-8%	?	38%	-14%	?	-1%	5%	18	-1%
COc1cccc(NC(=O)C2CCN(S(=O)(=O)c3ccc4[nH]c(=O)ccc4c3)CC2)c1
    7%	-4%	1%	0%	-8%	-10%	?	-3%	2%	-38	0%
COc1ccc(OCC(O)CNc2ccc(Br)cc2)cc1 (stereo not given)
    -6%	10%	7%	-2%	?	?	?	3%	6%	0	5%
c1cncc(CN=C2Nc3ccccc3CS2)c1
    -2%	?	1%	-8%	12%	5%	10%	6%	4%	-13	1%
COc1ccc(CCNC(=O)Cc2ccc3c(c2)OCO3)cc1OC
    -2%	-6%	3%	-7%	13%	?	-12%	-3%	0%	2	-6%
NC(=O)C1CCN(C(=O)c2ccc3nc(-c4ccccc4)c(-c4ccccc4)nc3c2)CC1
    3%	-17%	-6%	?	2%	-1%	·	3%	·	16	3%
COc1ccc(NC(C)C(=O)N/N=C/c2c(O)ccc3ccccc23)cc1 (stereo not given)
    1%	?	7%	0%	1.6µM*	3.5µM*	?	-35%[inhibitor]	·	7	-26%
N=c1sccn1CC(=O)Nc1ccc(Cl)c(S(=O)(=O)N2CCOCC2)c1
    -2%	?	-6%	-6%	-9%	-7%	-9%	-5%	-2%	?	-5%
Cc1cc(Cl)nc(SCC(=O)c2ccccc2)n1
    ?	8%	-2%	-9%	12%	19%	2%	3%	-4%[11.5 µM]	-1	-5%
CN(CC(=O)NCc1cccnc1)S(=O)(=O)c1ccc(F)cc1
    0%	1%	-6%	-1%	16%	-13%	-12%	-6%	4%	4	-2%
COc1cccc(NC(=O)CSc2nc3ccccc3c3nc4ccccc4n23)c1
    4%	?	-4%	18%	-26%	-25%	-14%	-11%	3%	-2	-2%

# As a short view, part of the list above.
# Below each compound – FLuc counter	ELG1 repair inh	Mito fusion act	MBNL1 CUG block	RORgamma inh	Gal4-VP16 FLuc	Menin-MLL TR inh	NPC1 prom act	PKM2 activator	KCNH2 3.1 inh	Rab9 promoter act
CCCCCCCC(=O)N/N=C/c1ccc([N+](=O)[O-])o1
    10%	-3%	20µM*	?	-22%	?	-18%	3%	-2%	-19	12%
CC(=O)c1ccc(OCC(O)CN2CC(C)OC(C)C2)cc1 (stereo not given)
    1%	7%	-7%	-10%	5%	-8%	-1%	10%	-20%	15	12%

# Continued.
# Below each compound – FLuc counter	ELG1 repair inh	Mito fusion act	MBNL1 CUG block	RORgamma inh	Gal4-VP16 FLuc	Menin-MLL TR inh	NPC1 prom act	PKM2 activator	KCNH2 3.1 inh	Rab9 promoter act
O=C(Nc1cccc(O)c1)c1cc(-c2ccc3c(c2)OCO3)on1
    0.15µM*	?	-17%	-1%	4µM*	1.4µM*	16%	?	-29%	11	?
COC(=O)/C(=C1\Oc2ccc(C(C)(C)C)cc2S1)C(F)(F)F
    3.8µM*	?	-1%	-13%	-2%	?	-3%	3.5µM*	-26%	6	?
O=C(N1CCN(c2ccccc2)CC1)C(F)(F)C(F)F
    -1%	0%	1%	-4%	14%	-8%	0%	0%	1%	-10	-1%[1.84 µM]
OCC(O)/C=N/Nc1nc(Nc2ccccc2)nc(Nc2ccccc2)n1 (stereo not given)
    -3%	3%	-7%	-18%	-30%	7%	?	1%	·	-3	-2%
C#CCN1C(=O)C(O)(CC(=O)c2ccc3c(c2)OCCO3)c2ccccc21 (stereo not given)
    ?	13%	2%	4%	14%	3%	-9%	-1%	4%	4	4%
CC(C)C(=O)Nc1nnc(S(=O)(=O)N2CCCCCC2)s1
    0%&-3%	-2%	-4%	8%	-3%	-5%	0%	0%	3%	2	3%
CCOC(=O)c1ccc(NC(=O)CSCCC(=O)O)cc1
    -5%	12%	-3%	-3%	?	?	2%	-11%	1%	4	0%
Cc1cc(C)cc(N2C(=O)c3nccnc3C2=O)c1
    -2%	7%	-1%	7%	-21%	6%	-6%	0%	1%	-8	-9%
COCCCn1c(=O)c2ccccc2n(Cc2ccccc2C)c1=O
    -4%	-6%	3%	-1%	1%	-13%	-3%	-7%	3%[11.5 µM]	-5	1%
CCCCc1nnc(NC(=O)C2CCN(c3ncnc4sc(C)c(C)c34)CC2)s1
    -20%	-24%	9%	·	·	·	·	0%	·	-4	-5%
COc1cc(C2C(C#N)=C(SC)NC3=C2C(=O)CCC3)ccc1O (stereo not given)
    1%	-19%	4%	6%	28%	2%	·	-3%	1%	2	-11%
CC(C)n1c(SCc2ccccc2F)nc2c1c(=O)n(C)c(=O)n2C
    0%	?	11%	-1%	20%	-1%	-11%	-1%	19%	-14	1%
Cc1ccccc1NC(=O)COc1cccc2c1CCNC2=O
    -13%	?	7%	·	·	·	·	-3%	·	-17	1%
COC(=O)c1sc(N)c(C(=O)OC)c1CSc1nc2sc3c(c2c(=O)n1C)CCC3
    1%	-34%	4%	-4%	-16%	2%	-13%	0%	-2%	-6	1%
O=C(c1ccc(SCc2ccco2)c([N+](=O)[O-])c1)N1CCOCC1
    -7%	4%	5%	?	?	-5%[10 µM]	16%	-1%	-5%	7	-2%
COc1ccc(OC)c2[nH]c(=O)c(CCNC(=O)c3ccc(Br)o3)cc12
    -1%	?	-1%	1%	20%[0.365 µM]	·	1%	0%	4%	-1	0%
COc1ccc(CNC(=O)CN2CCN(S(=O)(=O)c3cc(Br)ccc3Br)CC2)cc1OC
    2%	-29%	-3%	·	·	·	·	0%	·	-11	-1%
CCc1ccc(-c2nn[nH]n2)cc1
    13µM*	?	-1%	-9%	0%	2%	2%	2%	-3%	8	20%
Cc1cc(C)c(C)c(S(=O)(=O)N2CCN(C(=O)C3CSC4(C)CCC(=O)N34)CC2)c1C (stereo not given)
    2%	?	6%	·	·	·	·	8%	·	4	-3%
CCOC(=O)CNC(=O)CSc1nc2cccnc2n1C
    -2%	-4%	0%	1%	-6%	-8%	3%	-3%	1%	3	-1%
CCN(CC)C(=O)Cn1cc(C(=O)C(=O)NCc2ccco2)c2ccccc21
    -2%	9%	-5%	8%	11%	3%	-14%	-5%	-6%	24	1%

# The list is partial; the hit share may differ from the screen's.
